# Vif-APOBEC3F blk: inhibitors of Vif-A3F interaction | HeLa A3F-eYFP + Vif (tagged APOBEC3F with the HIV-1 protein that degrades it), YFP fluorescence increase | Potency, µM (doses to about 46.1 µM), inactives show at the top dose activity, negative = active | 390,000 compounds, 0.2% hits; note: % of control where 0% means no effect; nearly all actives have a fitted effect of over 65% in size
#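 Fluorescence increase (Ex 488/Em 500-530) after overnight compound treatment at 37 deg C flags inhibition of Vif-driven A3F-eYFP loss in stable HeLa A3F-eYFP/Vif cells seeded overnight beforehand.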
# rTrxR1 inhibitor: blocks rat thioredoxin reductase 1 | O89049 | recombinant rTrxR1, NADPH fluorescence consumption, selenite substrate | Potency, µM (top dose mostly 114 µM), for inactives: top-dose activity change, negative = inhibition, usual class: inhibitors | 390,000 compounds, 1% hits; note: % is set by controls: 0 for no effect and ±100 for the full control effect; nearly all actives have a fitted effect of over 65% in size
# Target sequence (O89049 whole entry, looked up): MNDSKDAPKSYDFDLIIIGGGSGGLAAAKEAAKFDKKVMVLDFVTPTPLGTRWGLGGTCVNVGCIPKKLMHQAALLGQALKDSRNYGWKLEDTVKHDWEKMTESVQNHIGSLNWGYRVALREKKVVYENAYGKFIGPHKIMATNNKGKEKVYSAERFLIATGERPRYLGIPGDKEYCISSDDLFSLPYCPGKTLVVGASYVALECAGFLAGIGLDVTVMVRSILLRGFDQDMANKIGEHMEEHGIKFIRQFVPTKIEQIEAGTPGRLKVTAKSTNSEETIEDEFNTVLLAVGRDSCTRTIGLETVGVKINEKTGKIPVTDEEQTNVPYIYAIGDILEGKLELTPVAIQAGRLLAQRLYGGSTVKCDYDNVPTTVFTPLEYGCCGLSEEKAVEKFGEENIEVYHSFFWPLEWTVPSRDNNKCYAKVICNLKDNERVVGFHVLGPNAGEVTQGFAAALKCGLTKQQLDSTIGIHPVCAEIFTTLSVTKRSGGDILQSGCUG
#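 Rat TrxR1 (90 nM in the dispensed reagent) was pre-reduced with 400 uM NADPH for 5 min at room temperature, then incubated with compound for 15 min. After 400 uM selenite was added, NADPH fluorescence (Ex 340/Em 450 nm) was followed for 8 min.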
# IDH1 R132H inh: human IDH1 R132H inhibition; AID 602179; IDH1-R132H enzyme, NADPH consumption, diaphorase/resazurin fluorescence; Potency, µM (series often up to 76.6 µM), without a hit: top-dose activity change, negative = inhibition, usual class: inhibitors; 390,000 compounds, 0.093% hits; O75874; note: % is set by controls: 0 for no effect and ±100 for the full control effect; nearly all actives have a fitted effect of over 65% in size
#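 IDH1-R132H (0.5 ug/mL) preincubated 30 min with compound, then NADPH (0.016 mM) and alpha-KG (2 mM) added; 80 min at RT, pH 7.5. Remaining NADPH coupled via diaphorase/resazurin to fluorescence (540/590 nm); concentration-response curves normalized to no-enzyme control.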
# TrxR1 substrate: rat thioredoxin reductase 1 substrate activity; O89049; purified TrxR1 substrate turnover, NADPH consumption readout; Potency, µM (titrated, usually from 114 µM), for the others: at the highest dose activity change, negative = substrate turnover; 390,000 compounds, 0.01% hits; AID 588456; note: % is set by controls: 0 for no effect and ±100 for the full control effect; nearly all actives have a fitted effect of over 50% in size
#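 Rat TrxR1, dispensed at 90 nM, was prereduced with 400 uM NADPH (final) for 5 min at ~22 deg C, then incubated with compound 15 min before 400 uM selenite. A first-read NADPH fluorescence drop versus no-compound background flagged substrates.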
# RXFP1 agonist: activates the human relaxin receptor RXFP1 | Q9HBX9 | HEK293T-RXFP1 cAMP TR-FRET, 30 min; response scale: percent of porcine relaxin response, buffer zero | Potency, µM (titrated, usually from 57.5 µM), for the others: top-dose activation, usual class: activators | 370,000 compounds, 0.3% hits; note: % is set by controls: 0 for no effect and ±100 for the full control effect; nearly all actives have a fitted effect of over 60% in size; many of its hits are not listed in these tables
#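 Agonist response is measured as cAMP accumulation in an RXFP1-transfected HEK293T line under PDE4 inhibition. Values are scaled between buffer-only and 29 nM porcine relaxin, and EC50s come from standard Hill equation fits.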
# USP1-UAF1 inh: blocks the human USP1/UAF1 deubiquitinase complex; 390,000 compounds, 0.23% hits; AID 743255; O94782; Potency, µM (highest dose often 57.1 µM), for inactives: at the highest dose activity change, negative = inhibition, hits mostly inhibitors; recombinant USP1/UAF1, Ub-Rhodamine cleavage fluorescence; note: % is set by controls: 0 for no effect and ±100 for the full control effect; nearly all actives have a fitted effect of over 60% in size; inactives centre near -12
#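 In this screen, compounds sit with the deubiquitinase complex (1nM) for 15 min at room temperature before Ub-Rho is added at 150nM final. Fluorescence rise is then followed for 6 reads every 60 seconds.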
# Vif-APOBEC3G blk: inhibitors of Vif-APOBEC3G interaction | Q9HC16 | HeLa A3G-eYFP + Vif (tagged APOBEC3G with the HIV-1 protein that degrades it), YFP fluorescence, overnight | Potency, µM (highest dose often 46.1 µM), for inactives: at the top dose activity, negative = active, actives largely listed as inhibitors | 410,000 compounds, 0.076% hits | AID 602310;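 note: % is set by controls: 0 for no effect and ±100 for the full control effect; nearly all actives have a fitted effect of over 60% in size; hits raise eYFP signal because A3G escapes Vif-driven loss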
# Target sequence (Q9HC16 whole entry, looked up): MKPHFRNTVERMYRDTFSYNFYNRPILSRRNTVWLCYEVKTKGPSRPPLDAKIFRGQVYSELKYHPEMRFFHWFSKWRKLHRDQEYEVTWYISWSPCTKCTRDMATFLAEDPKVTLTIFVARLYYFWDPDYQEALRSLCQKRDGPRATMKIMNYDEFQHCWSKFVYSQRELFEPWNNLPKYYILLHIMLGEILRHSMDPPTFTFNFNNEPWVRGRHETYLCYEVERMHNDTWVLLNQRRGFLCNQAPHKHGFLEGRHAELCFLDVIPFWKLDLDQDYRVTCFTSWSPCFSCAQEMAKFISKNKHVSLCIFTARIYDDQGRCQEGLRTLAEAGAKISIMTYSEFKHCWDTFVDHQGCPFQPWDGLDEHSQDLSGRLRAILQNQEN
#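 Read-out is eYFP fluorescence (Ex 488/Em 500-530) from Vif-expressing HeLa A3G-eYFP cells; more signal means A3G escaped Vif-mediated degradation. Cells plated overnight, compound pinned in, incubated overnight at 37 deg C.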
# RGS4 inh: inhibitors of human regulator of G protein signaling 4; Transcreener GDP fluorescence polarization, RGS4-accelerated GTP hydrolysis; Potency, µM (titrated, usually from 114 µM), for the others: top-dose activity change, negative = inhibition, actives largely listed as inhibitors; 390,000 compounds, 0.039% hits; AID 504845; note: % is set by controls: 0 for no effect and ±100 for the full control effect; nearly all actives have a fitted effect of over 75% in size; some results filed as inactive show a strong effect at the top dose
# Target sequence (P49798 whole entry, looked up): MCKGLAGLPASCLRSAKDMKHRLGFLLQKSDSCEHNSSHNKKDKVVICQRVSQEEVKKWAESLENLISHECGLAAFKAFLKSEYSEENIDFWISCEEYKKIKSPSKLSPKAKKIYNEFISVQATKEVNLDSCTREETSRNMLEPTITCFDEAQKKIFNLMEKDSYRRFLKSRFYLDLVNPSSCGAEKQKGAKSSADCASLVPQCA
#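 MLSMR compounds (23 nl, pin-transferred) preincubated 10 min at room temperature with a 500nM (2x) first reagent, then RGS4 at 900nM (2x) plus Transcreener GDP mix added; fluorescence polarization (620/688 nm) read before and after 90 min at 30 °C.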
# 12-LOX inh: ALOX12 (human) lipoxygenase inhibition; purified 12hLO, xylenol orange hydroperoxide absorbance; Potency, µM (top dose mostly 108 µM), inactives show at the highest dose activity change, negative = inhibition, hits mostly inhibitors; 580,000 compounds, 1.1% hits; note: % is set by controls: 0 for no effect and ±100 for the full control effect
#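 Purified human 12hLO (150 nM final) in 25 mM Hepes, 0.01% Triton X-100, pH 7.0 was preincubated 15 min at room temperature with compound. Then 40 uM arachidonic acid was added, 30 min. Hydroperoxide was read by Fe-XO absorbance ratio 573/405 nm.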
# Starred values were filed as active, the others as inactive; ? = inconclusive; . = not tested or not shown; [ ] = another dose, or the depositor's remark. Calls come from the whole dose curve; as a rule, active = well fitted curve in the direction sought with a large enough effect; inconclusive = small, poorly fitted or top-dose-only effect, or another doubt; inactive = no such curve, though single readings can be large; an effect the other way counts as inactive or inconclusive. Potency is the fitted concentration of half-maximal effect.
SMILES,Vif-APOBEC3F blk,rTrxR1 inhibitor,IDH1 R132H inh,TrxR1 substrate,RXFP1 agonist,USP1-UAF1 inh,Vif-APOBEC3G blk,RGS4 inh,12-LOX inh
COc1ccc(COC(=O)c2ccc(S(=O)(=O)N3CCC(C)CC3)cc2)cc1,6%,7%,-6%,0%,-2.6%,-20%,-21%,-15%,0%
Cc1ccc2nc(-c3ccsc3)c(Nc3ccccc3C)n2c1,1%,20%,4%,23%,6.1%,?,-14%,-7%,-15%
Cc1nn(CC(=O)NCCCc2ccccc2)c(=O)c2cc3occc3n12,-3%,10%,3%,3%,9.1%,-20%,-5%,-24%,-15%
CC(=O)N1CCC(=NNC(=O)c2cc3ccccc3cc2O)CC1,-3%,11%,-6%,-2%,-0.3%,-30%,1%,-6%,-15%
CCCCOc1ccc(C(=O)NCc2ccccn2)cc1,7%,-20%,2%,-2%,0.6%,-7%,-7%,-14%,17%
CC(=O)/C(=N/Nc1cccc(Cl)c1)N1CCOCC1,-3%,2%[57.1 µM],-1%,-4%[57.1 µM],1.2%,-3%,-16%,4%,?
C=CCNCCCOc1ccc(C(C)(C)c2ccccc2)cc1,0%,-2%,10%,-2%,0.7%,-7%,1%,-10%,?
COCCSc1nnc(NC(=O)C2CC(=O)N(CCc3ccc(F)cc3)C2)s1 (stereo not given),6%,-2%[57.1 µM],0%,-1%[57.1 µM],0.6%,-23%,0%,-33%,0%
COc1ccc(C(C)NC(=O)Cc2cccs2)cc1 (stereo not given),-23%,14%[57.1 µM],-3%,7%[57.1 µM],-0.5%,-13%,-5%,1%,?
OC(CNCc1cccc(Cl)c1)c1ccccc1 (stereo not given),1%,2%[57.1 µM],14%,3%[57.1 µM],0.2%,-6%,3%,13%,-1%
COc1cccc(CNC(=O)Cn2c(=O)cc(C(F)(F)F)c3c(C)nn(C)c32)c1OC,4%,10%[57.1 µM],8%,4%[57.1 µM],0.3%,-29%,0%,-3%,-24%
CCN(CC(=O)Nc1ccc(OC)cc1)C(=O)c1oc2c(Cl)cccc2c1C,-17%,-2%[57.1 µM],0%,-1%[57.1 µM],0.0%,-7%,-2%,4%,11%
CNC(=O)CN(c1cc(OCCOC)c(Cl)cc1Cl)S(=O)(=O)c1ccc(OC)cc1,-1%,15%,0%,2%,2.6%,-15%,-9%,10%,-2%
COc1ccc(NC(=O)N2CCCC(C(=O)NC(C)C)C2)cc1 (stereo not given),-5%,21%[57.1 µM],-1%,15%[57.1 µM],0.0%,-2%,1%,22%,?
COc1ccc(-c2nn(-c3ccccc3)cc2/C=C/C(=O)O)cc1[N+](=O)[O-],5%,12%,1%,-6%,2.8%,-19%,?,-15%,6%
Cc1ccc(NC(=O)c2csc(-c3ccccc3)c2C)cc1,3%,11%,-4%,2%,3.3%,-16%,-1%,3%,-25%
COC(=O)c1sc(S(=O)(=O)N2CCN(c3ccccc3)CC2)c(C(=O)OC)c1C,-7%,30%,1%,5%,1.3%,-22%,-7%,-5%,-27%
NC(=O)C1CCN(CC(=O)Nc2ccccc2N2CCOCC2)CC1,4%,4%,-6%,-7%,2.2%,-21%,1%,9%,3%
Nc1cc[n+](CC(=O)c2ccc3c(c2)OCCO3)cc1,2%,11%,5%,1%,0.9%,-25%,3%,4%[11.4 µM],-4%
CCOc1ccc(NC(=O)CSc2nc3cccnc3n2CCOC)cc1,2%,1%,4%,2%,1.2%,-6%,1%,-29%,11%
CCOc1cc(N2CCCC2)ccc1[N+](=O)[O-],3%,0%,0%,-3%[57.1 µM],-0.6%,-15%,-2%,-26%,-22%
CCOC(=O)N1CCN(C(=O)c2cn(CC)c3ccc(S(=O)(=O)N4CCCC4)cc3c2=O)CC1,-2%,0%,5%,2%,0.5%,-5%,-2%,-5%,-5%
O=C(Nc1cccc(C(F)(F)F)c1)c1ccc2c(c1)nnn2C1CCCC1,-3%,13%[57.1 µM],-6%,0%[57.1 µM],?,-18%,2%,0%,9%
COc1ccccc1-c1nnc2n1N=C(C(C)(C)C)CS2,-1%,-14%,9%,-9%,2.7%,-7%,-2%,10%,0%

# Another view of part of the listing above.
COc1ccc(C(C)NC(=O)Cc2cccs2)cc1 (stereo not given)
  Vif-APOBEC3F blk: -23% | rTrxR1 inhibitor: 14%[57.1 µM] | IDH1 R132H inh: -3% | TrxR1 substrate: 7%[57.1 µM] | RXFP1 agonist: -0.5% | USP1-UAF1 inh: -13% | Vif-APOBEC3G blk: -5% | RGS4 inh: 1% | 12-LOX inh: ?
OC(CNCc1cccc(Cl)c1)c1ccccc1 (stereo not given)
  Vif-APOBEC3F blk: 1% | rTrxR1 inhibitor: 2%[57.1 µM] | IDH1 R132H inh: 14% | TrxR1 substrate: 3%[57.1 µM] | RXFP1 agonist: 0.2% | USP1-UAF1 inh: -6% | Vif-APOBEC3G blk: 3% | RGS4 inh: 13% | 12-LOX inh: -1%
COc1cccc(CNC(=O)Cn2c(=O)cc(C(F)(F)F)c3c(C)nn(C)c32)c1OC
  Vif-APOBEC3F blk: 4% | rTrxR1 inhibitor: 10%[57.1 µM] | IDH1 R132H inh: 8% | TrxR1 substrate: 4%[57.1 µM] | RXFP1 agonist: 0.3% | USP1-UAF1 inh: -29% | Vif-APOBEC3G blk: 0% | RGS4 inh: -3% | 12-LOX inh: -24%
CCN(CC(=O)Nc1ccc(OC)cc1)C(=O)c1oc2c(Cl)cccc2c1C
  Vif-APOBEC3F blk: -17% | rTrxR1 inhibitor: -2%[57.1 µM] | IDH1 R132H inh: 0% | TrxR1 substrate: -1%[57.1 µM] | RXFP1 agonist: 0.0% | USP1-UAF1 inh: -7% | Vif-APOBEC3G blk: -2% | RGS4 inh: 4% | 12-LOX inh: 11%

# The listing continues:
SMILES,Vif-APOBEC3F blk,rTrxR1 inhibitor,IDH1 R132H inh,TrxR1 substrate,RXFP1 agonist,USP1-UAF1 inh,Vif-APOBEC3G blk,RGS4 inh,12-LOX inh
O=C(Cc1ccccc1)NCC(=O)OCC(=O)c1ccc(OC(=O)c2ccccc2)cc1,-11%,30%,-5%,-8%,1.9%,-1%,-1%,-15%,?
COc1ccccc1/C=C/C(=O)OCC(=O)Nc1ccc2c(c1)OCO2,4%,0%,7%,6%,.,-15%,-2%,-13%,3%
CNS(=O)(=O)c1c(C)cc(C)c(N(C)S(=O)(=O)c2ccccc2)c1C,16%,10%,2%,-4%,0.2%,-3%,0%,17%,-9%
COc1ccc(/C=N/NC(=O)Cn2c(Cc3ccc(OC)c(OC)c3)nc3ccccc32)cc1,3%,-14%,3%,-8%,5.2%,-22%,-6%,-23%,-6%
CCNC(=S)N(CCO)Cc1cc2cc3c(cc2[nH]c1=O)OCO3,2%,16%,-1%,41%[activator],3.4%,-7%,-2%,-6%,?
CCN(CC)CCN1C(=O)C(=O)/C(=C(/O)c2cnn(-c3ccccc3)c2C)C1c1cccnc1 (stereo not given),0%,-9%,9%,-2%,1.9%,1%,-1%,19%,0%
CCCCN(C(=O)c1c(CC)noc1C)c1c(N)n(CCCC)c(=O)[nH]c1=O,-18%,16%,8%,-1%,0.8%,0%,1%,6%,-16%
Cc1ccc(NC(=O)c2cc(S(=O)(=O)N3CCc4ccccc43)ccc2F)cc1Cl,1%,18%[57.1 µM],-13%,1%[57.1 µM],-0.8%,1%,8%,28%,-7%
COc1cccc(NC(=O)C2CCCN(S(=O)(=O)c3cccc4nsnc34)C2)c1 (stereo not given),.,9%,12%,0%,-0.1%,0%,1%,-23%,35%[activator]
O=C(NN=C1CCCC1)c1cc(-c2ccc(F)cc2)nc2ccccc12,-5%,20%,0%,1%,1.0%,-7%,-11%,13%,9%
CC1=C([N+](=O)[O-])C(c2ccc(Cl)cc2)NC(=O)N1 (stereo not given),3%,9%[57.1 µM],3%,5%[57.1 µM],1.8%,-18%,1%,1%,-46%
Cc1ccc(CNCc2ccco2)cc1,2%,-29%,15%,-3%[2.29 µM],3.5%,-21%,0%,-21%,?
CC1CCN(C(=O)COC(=O)c2cc3ccccc3cc2O)CC1,-1%,-11%,6%,-13%,-1.3%,-20%,-1%,-20%[56.9 µM],-16%
FC(F)(Cl)c1nnc2ccc(Cl)nn12,-1%,8%,-14%,-3%,5.2%,4%,?,27%,9%
COc1ccc(NC(=O)C(NS(=O)(=O)c2cccs2)C(C)C)cc1Cl (stereo not given),-5%,?,5%,-2%,0.0%,-3%,2%,1%,?
Cn1c(=O)oc2cc(S(=O)(=O)Nc3ccc4c(c3)OCCO4)ccc21,-2%,21%,1%,6%,-0.4%,-24%,-1%,-21%,-6%
Cc1ccc(C2C3=C(CC(C)(C)CC3=O)NC3=C2C(=O)c2ccccc23)cc1 (stereo not given),2%,-19%,5%,-8%,2.4%,-21%,-2%,-35%,?
CCOC(=O)c1ccc(Oc2cn[nH]c2-c2ccc(O)cc2O)cc1,-1%,25%,-6%,2%,-0.8%,-20%,0%,19%,?
CCS(=O)(=O)c1ccc2oc(Nc3ccc(OC)c(OC)c3)nc2c1,-8%,3%[57.1 µM],2%,3%[57.1 µM],-2.3%,-19%,-6%,-24%,33%[activator]

# From PubChem

# Only part of the results is shown (hit frequency here may not be typical).
